Screens (PubChem)
V1R ag counter: counter-screen for oxytocin receptor agonists: human V1a receptor agonists; P37288; CHO-V1R cells, Fluo-8 calcium fluorescence, agonist mode; 0% DMSO, 100% 3 nM vasopressin; activation, % at 3 µM; 0.25% of 320,000 active;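 active means activation above the mean activation of all tested compounds plus 3 SD, per screening run, cut at about 20% in these data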;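 further: signal is peak over basal fluorescence ratio across a 100 second FLIPR read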
Target sequence (P37288 whole entry, looked up): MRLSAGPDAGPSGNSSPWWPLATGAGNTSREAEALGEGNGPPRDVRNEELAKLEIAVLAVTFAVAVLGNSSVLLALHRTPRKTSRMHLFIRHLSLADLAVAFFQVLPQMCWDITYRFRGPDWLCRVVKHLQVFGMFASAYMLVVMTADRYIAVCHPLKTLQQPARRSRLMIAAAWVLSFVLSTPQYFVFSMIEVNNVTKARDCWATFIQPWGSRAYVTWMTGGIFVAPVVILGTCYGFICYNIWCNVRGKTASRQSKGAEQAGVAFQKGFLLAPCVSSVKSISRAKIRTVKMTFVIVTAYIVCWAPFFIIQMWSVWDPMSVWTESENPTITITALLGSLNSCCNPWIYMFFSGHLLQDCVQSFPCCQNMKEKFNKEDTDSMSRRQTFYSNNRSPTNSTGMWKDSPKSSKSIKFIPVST
GPR7 antag: blocks human GPR7 receptor signaling; 1.1% of 290,000 active; GPR7-expressing cells, fluorescence antagonist assay; P48145; inhibition, % at 4.4 µM; in the data active means inhibition above about 16%, passing the limit was not always enough;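 further: cells stimulated with the agonist NPW; 0% = agonist with vehicle and 100% = vehicle without agonist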
Target sequence (P48145 whole entry, looked up): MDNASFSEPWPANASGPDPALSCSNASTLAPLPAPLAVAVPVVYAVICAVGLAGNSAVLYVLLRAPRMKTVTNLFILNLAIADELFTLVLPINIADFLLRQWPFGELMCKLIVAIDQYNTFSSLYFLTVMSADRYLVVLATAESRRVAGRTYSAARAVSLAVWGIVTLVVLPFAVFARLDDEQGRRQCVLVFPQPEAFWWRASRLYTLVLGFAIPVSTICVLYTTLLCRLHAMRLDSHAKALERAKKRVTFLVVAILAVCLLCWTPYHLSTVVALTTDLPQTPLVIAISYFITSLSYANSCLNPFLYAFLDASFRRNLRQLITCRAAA
GalR3 antag: human GalR3 antagonism; O60755; HEK293 GalR3-CNG cAMP membrane potential fluorescence; galR3 body fused to GalR1 C-terminus; inhibition, % at 3 µM; 0.44% of 360,000 active; AID 651719;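 active means inhibition above the screen-wide average plus 3 SD, cut at about 13% in these data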;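 further: forskolin and galanin both at EC90 stimulate the cells; cAMP rise reported by CNG channel membrane potential dye signal; 0% = forskolin plus galanin with DMSO and 100% = forskolin alone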
NS3 helicase inh: HCV NS3 helicase inhibition. NS3 helicase DNA unwinding, Cy5 molecular beacon fluorescence. inhibition, % at 10.9 µM. 0.56% of 290,000 active;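 active means inhibition above the mean of all tested compounds plus 3 SD, set per campaign, cut at about 35% in these data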;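 further: 0% = DMSO wells and 100% = thioflavine S control wells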
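Assay system: hepatitis C virus NS3 helicase domain fragment enzyme. Also added: annealed dual-labelled DNA beacon duplex, ATP-started. Timing: 1 h reaction at 25 °C, ATP-initiated. Technique: Cy5 fluorescence at 0 and 60 min, beacon hairpin quenching. Evaluation: % inhibition of unwinding. Replication: one well per compound.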
VIM-2 inh: blocks Pseudomonas aeruginosa VIM-2 metallo-beta-lactamase | purified VIM-2, nitrocefin hydrolysis, epi-absorbance fluorescence | inhibition, % at 5.6 µM | 0.89% of 290,000 active | AID 1527;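 active means inhibition above the mean of all tested compounds plus 3 SD, cutoff set per screening run, cut at about 7.5% in these data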;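 further: red hydrolysis product quenches plate fluorescence so inhibitors raise well fluorescence; 0% = enzyme with DMSO and 100% = DMSO without enzyme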
IMP-1 inhibitor: inhibitors of Pseudomonas aeruginosa IMP-1 metallo-beta-lactamase. inhibition, % at 5.6 µM. 0.45% of 290,000 active. AID 1556. purified IMP-1, nitrocefin hydrolysis, epi-absorbance fluorescence;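 active means inhibition above the mean plus 3 SD of all compounds in the same screening run, cut at about 4.5% in these data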;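 further: 0% = IMP-1 with DMSO and 100% = DMSO wells lacking enzyme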
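Assay system: purified recombinant IMP-1 beta-lactamase. Input: IMP-1 0.2 nM before substrate addition. Buffer or medium: Zinc- and detergent-supplemented HEPES buffer, pH 7.1. Schedule: 25 °C, 15 min preincubation, 25 min reaction. Signal: Epi-absorbance fluorescence, 480 nm excitation, 530 nm emission. Evaluation: percent inhibition from optical density relative to buffer-blank wells.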
OXTR ag: activates the human oxytocin receptor; activation, % at 3 µM; P30559; 0.32% of 320,000 active; CHO-OTR cells, Fluo-8 calcium fluorescence; normalized: DMSO 0%, oxytocin 100%;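 active means activation above the mean of all tested compounds plus 3 SD, cutoff set per screening run, cut at about 20% in these data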;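 further: peak over basal fluorescence ratio from a 100 s FLIPR kinetic read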
DNA FID counter: displaces DNA intercalator in HCV helicase counter-screen; DNA fluorescent intercalator displacement, fluorescence; inhibition, % at 7.9 µM; 0.17% of 290,000 active; in the data active means inhibition above about 37%;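 further: 0% = vehicle and 100% = reference compound; higher means more ethidium bromide displaced from hairpin DNA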
PHOSPHO1 block: blocks human PHOSPHO1 phosphatase activity. Q8TCT1. recombinant PHOSPHO1, absorbance phosphatase assay. inhibition, % at 13.3 µM. 1.1% of 290,000 active; in the data active means inhibition above about 60%
Target sequence (Q8TCT1 whole entry, looked up): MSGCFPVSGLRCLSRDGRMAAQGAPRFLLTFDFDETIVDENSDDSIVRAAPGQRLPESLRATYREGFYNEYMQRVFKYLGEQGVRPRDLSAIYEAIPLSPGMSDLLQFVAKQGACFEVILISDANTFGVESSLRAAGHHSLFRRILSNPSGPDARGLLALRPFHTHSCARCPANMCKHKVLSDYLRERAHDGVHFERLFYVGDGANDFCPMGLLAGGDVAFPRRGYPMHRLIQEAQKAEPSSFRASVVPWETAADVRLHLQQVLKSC
An asterisk follows results filed as active; nt = no result given. Not a hit list, and some 4.3% of all compounds hit somewhere here.

SMILES	V1R ag counter	GPR7 antag	GalR3 antag	NS3 helicase inh	VIM-2 inh	IMP-1 inhibitor	OXTR ag	DNA FID counter	PHOSPHO1 block
Cc1cccc(-c2nnc(SCC(=O)N3c4ccccc4CCc4ccccc43)n2C)c1	-1.7	-1	-3	6	-5.2	-2.6	-2.5	-41	-9
S=C(Nc1ccccc1)Nc1ccc2cn[nH]c2c1	0.8	-8	-8	-1	2.0	1.9	0.0	9	10
COc1cccc(-c2nc(CS(=O)(=O)CC(=O)NCCCN3C(C)CCCC3C)c(C)o2)c1 (stereo not given)	-0.6	5	-5	-9	-1.8	-1.8	-1.2	22	29
O=C(COc1ccc(Br)cc1CO)Nc1ccccc1F	0.8	3	-5	6	-2.1	-3.0	0.9	-7	-25
CC(C)(C)c1ccc(O)c(N=Cc2cc3c(cc2[N+](=O)[O-])OCO3)c1	-0.7	-13	-7	36	-0.9	-1.7	0.3	-18	-34
CCCC(=NC(C)CC)C1=C(O)CC(c2ccccc2)CC1=O (stereo not given)	-1.1	-3	-11	-11	-0.5	-3.0	-1.6	-32	20
Cc1ccc(OCC(=O)NC(=S)Nc2cccc(NC(=O)c3ccccc3Cl)c2)cc1	-0.2	-5	2	-5	-2.9	-2.0	-1.1	-2	1
O=C(COc1ccccc1[N+](=O)[O-])Nc1ccc2c(c1)OCO2	-0.3	-3	-5	-10	-0.5	-0.7	-0.1	0	42
CCOC(=O)c1cc(-c2cccnc2)nn1-c1ccccn1	0.0	-7	2	8	-2.9	-2.0	-0.2	-4	6
O=C(CCN1CCOCC1)Nc1cccc(Br)c1	-0.2	-10	-1	8	-0.6	-1.7	-0.6	-7	20
COc1ccccc1-c1cc(C(=O)N2CCCCC2)no1	-1.4	-1	nt	-8	-3.4	0.1	-2.2	-16	-11
Cc1[nH]c2ccc(F)cc2c1CCN(Cc1cccnc1)C(=S)Nc1cccc(F)c1	-0.7	12	-4	-3	-3.7	-6.3	2.5	-3	-16
COc1ccccc1NC(=O)CSc1nnc(CNC(=O)c2ccco2)o1	1.0	-2	-4	-3	-3.3	-3.0	1.5	-5	-31
COc1cc(/C=C(\C#N)C(=O)NCC2CCCO2)ccc1OCCC(C)C (stereo not given)	-0.9	-3	2	-12	-0.8	-2.2	-2.4	-27	-20
CO/C=C\C=C/c1nnn(-c2ccc(Cl)cc2)n1	0.5	7	-3	24	-1.1	-2.1	2.2	-9	-6
COc1cc(CN2CCC(Oc3cc(C(=O)NC4CC4)ccc3OC)CC2)cc(OC)c1	1.5	-2	-9	-4	0.0	-0.3	0.0	4	-105
Cc1ccc(N/N=C/c2c(C)c(C#N)c(=O)n(C)c2O)cc1C	nt	3	0	2	1.4	1.1	nt	-6	-117
CCOc1ccccc1N(CC(=O)Nc1ccccc1C(=O)N1CCOCC1)S(C)(=O)=O	1.0	2	-4	2	-0.4	-2.3	-0.1	-17	22
COC(=O)[C@@H]1C[C@@]2(O)[C@@H](O)[C@@H](O)[C@@H](O)C[C@H]2N1CC1CCCCC1	-0.2	nt	-5	nt	nt	nt	-0.2	nt	4
CCN1CCN(c2cc(C)c3cc(NC(=O)CCC(=O)Nc4ccc(OC)c(OC)c4)ccc3n2)CC1	0.7	-14	-3	-10	-2.8	-1.0	0.2	5	27
CN(C(=O)COC(=O)c1cccc(NS(=O)(=O)c2ccc(F)c(F)c2)c1)C1CCS(=O)(=O)C1 (stereo not given)	-1.0	7	-9	12	-1.2	-1.4	0.1	-16	5
NC(=O)c1ccccc1NC(=O)N1CCOCC1	1.5	-9	-9	2	-1.0	-5.1	0.4	-3	40
COc1ccc(Cl)cc1N1C(=O)/C(=C\c2sccc2C)N=C1SCC(=O)NC1CC1	0.8	-4	-4	-7	-1.2	-3.5	-0.7	-19	19
Cc1nnc(SCC(=O)N2CC(=O)Nc3ccccc32)n1-c1ccccc1	1.2	-1	-5	-6	1.3	0.4	0.8	-13	9
COC(=O)c1cccc(CSC(=S)N2CCCC2)c1	-0.7	1	-9	-4	-3.5	-3.6	-1.6	-19	28
Cc1ccc(SCC(=O)N/N=C/c2ccco2)cc1	0.1	-11	-8	-4	-3.1	-3.6	0.4	-6	14
CN(Cc1ccccc1)C(=O)C1CCN(S(C)(=O)=O)CC1	1.0	-19	-3	8	0.9	-2.0	0.0	-1	37
Cc1ccccc1NC(=O)NC(N)=O	-0.1	-9	-4	-2	-2.5	-0.9	0.6	-1	28
O=S(=O)(c1ccc(Br)cc1)c1cnc2ccccc2n1	-1.1	0	-5	-2	-2.2	-1.6	-2.0	0	16
Cc1c(C)c2c(OCC(=O)NCc3cccnc3)cc3c(c2oc1=O)CCC(C)(C)O3	-0.3	-3	-3	-9	8.8*	-4.4	-1.1	-22	40
CCC(O)CNc1nc(SC)nc2sc3c(c12)CCN(C)C3 (stereo not given)	0.5	-7	-2	-9	1.5	-1.8	0.8	4	-15
Cc1ccc(C(=O)O)cc1N1CCCC1=O	0.1	-10	-6	12	-0.6	-0.5	0.2	2	20
CC1(CC(=O)O)C(=O)N=C2C=CC=CN21 (stereo not given)	nt	-12	-6	1	-1.2	-3.2	nt	1	-3
CCOc1ccccc1-n1c(=S)sc2c(=O)n(-c3ccccc3)c(=S)[nH]c21	0.9	-6	-4	2	-4.3	-3.8	1.6	-26	-10
O=C(CCC1CCCC1)N1CCN(S(=O)(=O)Cc2ccccc2)CC1	19	-1	-3	-3	-3.5	-1.8	7.5	-24	-14
CC1CCN(C(=O)c2ccc3c(=O)n4c(nc3c2)CCCCC4)CC1	0.7	3	-6	1	-2.3	-5.1	0.3	-42	13
Cc1cc(C)nc(Nc2n[nH]c(-c3ccccc3Cl)n2)n1	-1.0	-9	-7	6	-1.9	-3.9	-1.3	-1	-9
O=C(c1cc(-c2ccccc2)on1)N1CCCC1	-0.2	8	-1	9	-4.3	-4.8	-1.4	-7	-1
O=c1cc(-c2ccccc2Cl)oc2ccc([N+](=O)[O-])c(O)c12	-0.5	-4	-6	5	-2.6	-2.4	-2.4	-1	-4
O=C(NCCCN1CCOCC1)c1cc(-c2ccccc2)on1	0.7	-8	0	7	-1.5	-3.6	0.9	11	-14
N#CC1=C2SCN(c3ccccc3)CN2C(=O)CC1c1cccs1 (stereo not given)	-0.3	-6	-4	23	1.3	1.3	0.9	-12	81*
COC(=O)c1cn(NC(=O)c2cccc(N(C)C)c2)c(=O)c2ccccc12	1.8	-8	-4	-4	-1.2	0.3	-1.1	2	2
Cc1csc(Nc2ccc(Cl)cc2)[n+]1-c1ccc(Cl)cc1	-0.8	-22	-3	0	-4.2	-4.6	-2.1	1	-18
Nc1ccc2nc(-c3cc(Cl)c(N)c(Cl)c3)[nH]c2c1	0.3	-3	-3	-31	-0.2	-1.2	-0.1	12	-12
CCNC(=S)NNC(=O)c1cc(-c2ccccc2C)nc2ccccc12	0.6	0	nt	-4	-0.1	0.0	-0.2	-9	-53
Cc1ccc(-c2nnn(CC(=O)N(c3cccc(O)c3)C(C(=O)NC(C)(C)C)c3cccs3)n2)o1 (stereo not given)	2.0	-6	nt	3	-2.5	-2.1	1.9	-10	23
COc1ccc(CCNC(=O)C2CCN(c3nccc(C)n3)CC2)cc1	-0.5	-13	-1	1	-2.7	-3.2	-0.5	-20	4
Oc1cccc(C2c3[nH]c4ccccc4c3CCN2Cc2ccoc2)c1 (stereo not given)	-1.5	1	-2	-12	0.9	-1.4	-1.0	6	32
Clc1ccc(/C=C/c2ncc[nH]2)c(Cl)c1	-0.2	-2	-9	4	-3.3	-1.7	-1.6	9	nt
CCCCn1c(CN2CCOCC2)nc2c1c(=O)n(C)c(=O)n2C	0.4	-9	nt	1	-5.2	-2.4	0.0	-8	10
COC(=O)c1ccc(OCC(O)CN2CCc3cc(OC)c(OC)cc3C2c2ccccc2)cc1 (stereo not given)	-0.1	-10	-10	-19	-0.6	-1.8	-0.8	-4	19
CN(C)CC(C(=O)c1ccccc1)c1ccccc1 (stereo not given)	-1.3	-8	1	-1	-2.7	-1.0	-2.3	3	14
Nc1cccc(-c2cc(-c3ccccc3)nc(-c3cccc(N)c3)n2)c1	0.1	7	-13	-8	2.1	-2.6	5.9	12	-13
COc1ccc(COC(=O)C2=C(C)NC(=O)NC2c2ccc(F)cc2)cc1 (stereo not given)	2.9	-21	-4	0	-3.0	-0.7	-1.0	-29	55
CCOC(=O)C(C)n1cnc2scc(-c3ccc(C)cc3)c2c1=O (stereo not given)	-0.6	-23	-7	5	-0.4	-2.6	-2.5	-25	24
CCc1ccc(NC(=O)Nc2cnccn2)cc1	0.3	11	-4	-4	-1.1	-1.9	-0.8	-11	34
O=C(Nc1c(C(=O)O)oc2ccc(Br)cc12)c1ccccc1	-1.1	-10	nt	-13	-1.0	0.4	-0.7	-13	-11
CCOc1ncccc1C(=O)Nc1ccccc1C(=O)NCc1ccc2c(c1)OCO2	-0.2	nt	-6	nt	nt	nt	0.0	nt	-10
COc1ccc(C(=O)OCC(=O)NCc2ccccc2)c(OC)c1OC	0.7	-15	-6	5	-1.6	-2.4	-0.2	-14	19
CCC(C(=O)O)n1c2ccccc2c2cn[nH]c(=O)c21 (stereo not given)	1.1	-5	2	10	-2.9	-2.0	2.4	-7	-30

4 records drawn at random from the list so far, as already listed:
SMILES	V1R ag counter	GPR7 antag	GalR3 antag	NS3 helicase inh	VIM-2 inh	IMP-1 inhibitor	OXTR ag	DNA FID counter	PHOSPHO1 block
COC(=O)c1ccc(OCC(O)CN2CCc3cc(OC)c(OC)cc3C2c2ccccc2)cc1 (stereo not given)	-0.1	-10	-10	-19	-0.6	-1.8	-0.8	-4	19
Oc1cccc(C2c3[nH]c4ccccc4c3CCN2Cc2ccoc2)c1 (stereo not given)	-1.5	1	-2	-12	0.9	-1.4	-1.0	6	32
Cc1csc(Nc2ccc(Cl)cc2)[n+]1-c1ccc(Cl)cc1	-0.8	-22	-3	0	-4.2	-4.6	-2.1	1	-18
COc1ccc(CCNC(=O)C2CCN(c3nccc(C)n3)CC2)cc1	-0.5	-13	-1	1	-2.7	-3.2	-0.5	-20	4

Other records follow:
SMILES	V1R ag counter	GPR7 antag	GalR3 antag	NS3 helicase inh	VIM-2 inh	IMP-1 inhibitor	OXTR ag	DNA FID counter	PHOSPHO1 block
NCCC(=O)N1c2ccccc2Sc2ccc(Cl)cc21	2.8	3	-14	-44	-2.6	-2.3	4.7	16	-1
CCSC1(SCC)N=C(N)C2(C#N)C(c3ccccc3)NC3=C(CCC3)C12C#N (stereo not given)	-0.4	-6	-1	0	-1.8	1.4	-0.7	-3	-18
COn1c(=O)c(-c2cccs2)[n+]([O-])c2ccccc21	0.6	10	-3	2	-3.0	-2.2	-1.7	-2	14
CC(C)CCn1c(SCc2ccc(Cl)cc2)nc2c1c(=O)[nH]c(=O)n2C	-0.7	0	-4	-4	0.4	-2.1	-1.9	-5	61*
O=C1c2cc(F)ccc2-n2c1nc1ccccc1c2=O	5.8	6	-7	15	3.9	-1.2	-0.5	3	2
Cc1cccc(C)c1NC(=O)COC(=O)CCC(=O)c1cccs1	-0.6	3	-6	-9	0.1	-4.2	-0.3	6	28
COc1ccc(OC)c(S(=O)(=O)NCc2ccccc2)c1	-0.2	0	-7	0	-3.1	-1.6	-0.5	-3	8
